Bcl-W Bim block: inhibitors of Bim binding to Bcl-W, primary screen, biochemical, multiplexed, bead-based flow cytometry | Bcl-2-like protein 2 (Homo sapiens), Q92843 | Bim peptide-Bcl-W binding | inhibition, % at 10 µM | hit rate 0.02% among 190,000 | AID 952, 2007;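 also: 0% = bound tracer without compound and 100% = peptide blocker; higher means less fluorescent Bim peptide bound to Bcl-W beads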
Target sequence (Q92843 whole entry, looked up): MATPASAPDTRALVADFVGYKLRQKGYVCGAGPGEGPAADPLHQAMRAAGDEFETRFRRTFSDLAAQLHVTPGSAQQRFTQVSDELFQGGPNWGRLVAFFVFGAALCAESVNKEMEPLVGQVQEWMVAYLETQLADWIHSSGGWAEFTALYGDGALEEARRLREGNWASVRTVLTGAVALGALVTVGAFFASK
Bcl-XL Bim block: inhibitors of Bim-Bcl-XL binding, primary screen, biochemical, multiplexed, bead flow cytometry, human Bcl-XL | Bcl-2-like protein 1 (Homo sapiens), Q07817 | Bim peptide-Bcl-XL binding, fluorescence | inhibition, % at 10 µM | hit rate 0.04% among 190,000
Target sequence (Q07817 whole entry, looked up): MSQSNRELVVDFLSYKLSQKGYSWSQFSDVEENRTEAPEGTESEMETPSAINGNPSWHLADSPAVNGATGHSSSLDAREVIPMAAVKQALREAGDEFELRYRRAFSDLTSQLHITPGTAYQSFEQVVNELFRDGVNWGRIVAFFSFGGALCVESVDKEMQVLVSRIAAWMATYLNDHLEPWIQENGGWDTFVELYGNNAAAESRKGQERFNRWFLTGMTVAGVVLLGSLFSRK
Bim-Bcl-2: inhibitors of Bim-Bcl-2 binding, primary screen, biochemical, multiplexed, human Bcl-2 family; Apoptosis regulator Bcl-2 (Homo sapiens), P10415; Bead-based flow cytometry, Bim peptide-Bcl-2 binding; inhibition, % at 10 µM; hit rate 0.06% among 190,000; AID 950, 2007; in the data active = inhibition above about 40%; inconclusive = no clear call, values can overlap the other calls;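 also: 0% = no compound wells with probe peptide and 100% = reference peptide inhibitor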
Target sequence (P10415 whole entry, looked up): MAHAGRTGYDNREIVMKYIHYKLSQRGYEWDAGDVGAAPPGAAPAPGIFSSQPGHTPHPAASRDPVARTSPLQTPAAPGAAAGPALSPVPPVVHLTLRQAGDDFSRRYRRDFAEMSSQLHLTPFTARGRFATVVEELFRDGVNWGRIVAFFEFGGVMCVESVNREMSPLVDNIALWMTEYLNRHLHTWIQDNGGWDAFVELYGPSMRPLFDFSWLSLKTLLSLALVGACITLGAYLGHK
RGS4-Gao reg: modulators of RGS4 binding to Galphao, primary screen, biochemical, multiplexed bead flow cytometry. hit rate 0.33% among 220,000. binding response (% of control), % at 10 µM. AID 1415, 2008. Guanine nucleotide-binding protein G(o) subunit alpha (Homo sapiens), P09471. actives lie on both sides; in the data active = binding response below about 49% or above about 150%; inactive = in between;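 also: fluorescent Galphao activated with aluminum fluoride binding bead-coupled RGS4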
Target sequence (P09471 whole entry, looked up): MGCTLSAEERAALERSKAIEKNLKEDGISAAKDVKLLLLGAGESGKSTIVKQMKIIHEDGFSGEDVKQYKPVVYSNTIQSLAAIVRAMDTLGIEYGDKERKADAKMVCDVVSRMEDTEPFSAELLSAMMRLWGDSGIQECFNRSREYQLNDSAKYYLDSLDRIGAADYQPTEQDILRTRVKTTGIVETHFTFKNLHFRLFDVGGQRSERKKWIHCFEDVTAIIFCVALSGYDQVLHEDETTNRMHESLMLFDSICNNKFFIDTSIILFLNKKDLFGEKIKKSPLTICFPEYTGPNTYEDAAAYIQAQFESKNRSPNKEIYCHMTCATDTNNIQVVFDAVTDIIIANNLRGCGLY
ABCB1 block: ABCB1 efflux pump inhibitors, primary screen, cell-based, multiplex, flow cytometry, ABCG2 counter-screen | ATP-dependent translocase ABCB1 (Homo sapiens), P08183 | CCRF-Adr cells, JC-1 efflux | inhibition, % at 6.6 µM | hit rate 0.067% among 190,000; in the data active = inhibition above about 40%;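 also: 0% = vehicle and 100% = reference inhibitor; higher value means more JC-1 retained so stronger ABCB1 efflux block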
Bcl-B Bim block: inhibitors of Bim-Bcl-B binding, primary screen, biochemical, multiplexed, human Bcl-2 family. Bcl-2-like protein 10 (Homo sapiens), Q9HD36. bead-based flow cytometry, Bim peptide-Bcl-B binding. inhibition, % at 10 µM. hit rate 0.073% among 190,000. AID 951, 2007;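 also: 0% = tracer peptide without compound and 100% = reference inhibitor peptide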
GSH bead fluor: compound fluorescence on glutathione beads, profiling panel, artefact control, biophysical, 488/530 nm, flow cytometry; GSH beads flow cytometry, compound fluorescence 488/530 nm; hits give high values; fluorescence (KMESF) at 10 µM; hit rate 0.25% among 190,000; AID 1776, 2009; in the data active = fluorescence above about 89;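 also: glutathione beads carrying GST-tagged Bcl family fusion proteins plus one bare bead set; values are compound well signal with DMSO vehicle wells as background; inactives centre near 16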
RGS7-Gao: RGS7-Galphao binding modulators, primary screen, biochemical, multiplexed bead flow cytometry; Guanine nucleotide-binding protein G(o) subunit alpha (Homo sapiens), P09471; actives lie on both sides; binding response (% of control), % at 10 µM; hit rate 0.35% among 220,000; AID 1439, 2008; in the data active = binding response below about 49% or above about 150%; inconclusive = no clear call, values can overlap the other calls; inactive = in between;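 also: fluorescent Galphao held in activated GDP-AlF4 state binding bead-coupled RGS7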
Bim-Bfl-1: inhibitors of Bim binding to Bfl-1, primary screen, biochemical, multiplexed, bead-based flow cytometry. inhibition, % at 10 µM. hit rate 0.12% among 190,000. Bim-Bfl-1 binding inhibition;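 also: 0% = wells without compound plus tracer and 100% = blocker peptide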
Avidin fluor: green autofluorescence of compounds with avidin beads – biophysical, 488/530 nm, flow cytometry, artefact control, profiling panel | compound fluorescence 488/530 nm; hits give high values | fluorescence (KMESF) at 10 µM | hit rate 0.38% among 220,000 | AID 1775, 2009; in the data active = fluorescence above about 47; also: inactives centre near 10
ABCG2 inh: ABCG2 efflux pump inhibitors, primary screen, multiplex with ABCB1, IgMXP3 cells, flow cytometry; hit rate 0.1% among 190,000; AID 1325, 2008; inhibition, % at 6.6 µM; JC-1 efflux;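 active = inhibition above 80%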;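 also: 0% = DMSO and 100% = nicardipine control wells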
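Times: 10 min at 25 °C | Test system: Two drug-resistant human cell lines, ABCG2 and ABCB1 | Quantity: 3 million cells/mL final, two lines in 1:1 ratio | Signal: Flow cytometry, 530 nm JC-1 signal | Dosing: Compound at 6.6 µM | Controls: Nicardipine and DMSO wells | Reagent: JC-1 as fluorescent efflux pump substrate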
The depositor's hits bear a star; ? = inconclusive. Rule as the data show it, unless noted: active = inhibition above about 40%.

cpd	molecule	Bcl-W Bim block	Bcl-XL Bim block	Bim-Bcl-2	RGS4-Gao reg	ABCB1 block	Bcl-B Bim block
1	CCCN1CCN(C(=O)c2nn(-c3ccc(OC)cc3)c(=O)c3c2c2ccccc2n3C)CC1	0	-1	-2	100	5.6	0
2	CN1CCC(Oc2ccccc2Sc2ccc(C(F)(F)F)cc2)CC1	-5	-5	-6	102	0.9	-10
3	CC(=O)Nc1ccc(Nc2ccc(N3C(=O)CCCC3=O)cc2[N+](=O)[O-])cc1	-5	0	-1	46*	1.7	-4
4	CCn1c(C)cc2c(c1=O)C(c1ccccc1Br)C(C#N)=C(N)O2 (stereo not given)	0	-11	-16	99	0.0	-8
5	CCOc1ccccc1C1C(C(N)=O)=C(C)Nc2nc(-c3cccc(C)c3)nn21 (stereo not given)	-2	-1	-4	112	0.1	-3
6	CCc1nc(C)cn1S(=O)(=O)c1cc(Br)ccc1OC	1	-1	-2	96	1.2	0
7	Cc1ccc2nc(C(F)(F)F)c(C#N)c(N)c2c1	3	-10	-10	98	-0.2	-7
8	COCCNC(=O)C(=O)Nc1cccc(Br)c1	-2	-7	-2	102	0.2	-5
9	Cc1ccc(CNC(=O)C(=O)NCCCn2ccnc2)cc1	-2	-6	0	95	0.4	-8
10	Cc1ccc2c(c1)Oc1ccccc1C=C2C(=O)O	0	-5	-4	101	0.5	3
11	COc1ccc(CNC(=O)OCCN2CCN(S(=O)(=O)c3ccc(C)cc3)CCC2=O)cc1	-1	0	0	103	0.8	-1
12	COc1ccc(C2C(C(=O)N3CCCC3)c3cc(OC)c(OC)cc3C(=O)N2C)cc1OC (stereo not given)	6	0	-5	104	0.4	-4

cpd	GSH bead fluor	RGS7-Gao	Bim-Bfl-1	Avidin fluor	ABCG2 inh
1	28	98	-2	9	10
2	8	100	-7	14	3
3	6	47*	-2	0	21
4	26	98	-19	15	0
5	17	116	-4	25	1
6	16	99	-1	19	2
7	45	97	-8	6	0
8	16	101	-2	4	3
9	15	94	-1	6	1
10	9	103	4	6	1
11	17	101	1	7	4
12	10	102	-9	6	2

Reprinted from the part before: 3 compounds; new compounds follow.
cpd	molecule	Bcl-W Bim block	Bcl-XL Bim block	Bim-Bcl-2	RGS4-Gao reg	ABCB1 block	Bcl-B Bim block
10	Cc1ccc2c(c1)Oc1ccccc1C=C2C(=O)O	0	-5	-4	101	0.5	3
11	COc1ccc(CNC(=O)OCCN2CCN(S(=O)(=O)c3ccc(C)cc3)CCC2=O)cc1	-1	0	0	103	0.8	-1
12	COc1ccc(C2C(C(=O)N3CCCC3)c3cc(OC)c(OC)cc3C(=O)N2C)cc1OC (stereo not given)	6	0	-5	104	0.4	-4
13	Cc1cc(C)c(C#N)c(SCc2nnc(-c3ccccc3[N+](=O)[O-])o2)n1	2	-2	-2	104	1.6	-4
14	O=C(c1ccc(COc2ccccc2Br)o1)N1CCN(c2ccccn2)CC1	-1	0	0	115	0.4	0
15	NCCCC[C@@H]1NC(=O)c2cc([N+](=O)[O-])cc(F)c2NCCCC[C@@H](C(N)=O)NC(=O)[C@H](CCC(N)=O)NC1=O	-1	-1	-1	98	0.5	-1
16	COc1cc2cc(CN(Cc3cccnc3)C(=O)Nc3ccccc3F)c(=O)[nH]c2cc1OC	-6	-6	-7	104	0.2	-5
17	O=c1[nH]c(=S)[nH]c(O)c1N=Nc1ccc(-c2ccccc2)cc1[N+](=O)[O-]	-2	-5	-1	104	-0.5	-11
18	COc1cccc(C(=O)NC(=S)Nc2ccc3oc(=O)ccc3c2)c1	5	6	5	90	0.4	5
19	Cc1cccc(C)c1NC(=O)CSc1nnc([C@@H]2CCCN2C(=O)OC(C)(C)C)o1	0	-3	1	105	0.0	2
20	Cc1ccc(S(=O)(=O)N/N=C/c2cccc3c2OCCO3)cc1	-3	-7	-5	113	-0.2	-5
21	COC(=O)c1ccc(-n2nnnc2SCc2nn[nH]n2)cc1	4	-1	-2	110	0.4	-4
22	CCC(C(=O)NC(C)(C)C)N(C(=O)Cn1nnc(-c2cccs2)n1)c1cnc2ccccc2c1 (stereo not given)	0	-1	-2	99	1.9	-1
23	O=C(NCc1ccc2c(c1)OCO2)c1cc(-c2ccccc2)on1	0	1	1	102	0.7	-1
24	Cc1cccc(-n2cnc(C(=O)N3CCN(C)CC3)c2)n1	-1	-3	1	103	0.1	1

cpd	GSH bead fluor	RGS7-Gao	Bim-Bfl-1	Avidin fluor	ABCG2 inh
10	9	103	4	6	1
11	17	101	1	7	4
12	10	102	-9	6	2
13	26	119	-4	27	11
14	23	117	0	5	2
15	17	101	-2	10	-1
16	54	98	-9	9	1
17	11	?	0	12	-1
18	10	84	4	5	3
19	7	108	1	7	0
20	10	110	-6	13	-1
21	10	105	-11	9	1
22	12	102	0	34	0
23	16	100	-1	20	3
24	11	101	-5	6	0

Entries above shown as hits in RGS4-Gao reg:
| no. | SMILES | Bcl-W Bim block | Bcl-XL Bim block | RGS4-Gao reg | Bcl-B Bim block | GSH bead fluor | RGS7-Gao | Bim-Bfl-1 | Avidin fluor | ABCG2 inh |
| --- | --- | --- | --- | --- | --- | --- | --- | --- | --- | --- |
| 3 | CC(=O)Nc1ccc(Nc2ccc(N3C(=O)CCCC3=O)cc2[N+](=O)[O-])cc1 | -5 | 0 | 46* | -4 | 6 | 47* | -2 | 0 | 21 |

An excerpt from above in order of the GSH bead fluor value, smallest number first.
nr	canonical_smiles	GSH bead fluor
20	Cc1ccc(S(=O)(=O)N/N=C/c2cccc3c2OCCO3)cc1	10
23	O=C(NCc1ccc2c(c1)OCO2)c1cc(-c2ccccc2)on1	16
13	Cc1cc(C)c(C#N)c(SCc2nnc(-c3ccccc3[N+](=O)[O-])o2)n1	26

More results.
cpd	molecule	Bcl-W Bim block	Bcl-XL Bim block	Bim-Bcl-2	RGS4-Gao reg	ABCB1 block	Bcl-B Bim block
25	CN(CCCNC(=O)c1cccc(N2CCCC2=O)c1)c1ccccc1	-5	-9	-16	102	-0.2	-13
26	COc1ccc2[nH]c(CN3CCN(CC(C)C)C(CCO)C3)c(C)c2c1 (stereo not given)	0	-5	-9	92	0.6	-2
27	O=C(O)CCCNC(=O)/C(=C\c1ccc(Cl)cc1)NC(=O)c1ccccc1Br	-3	-3	0	102	0.8	-6
28	CC(=O)C1=C(C)Nc2ncnn2C1c1cccc(OCc2ccccc2)c1 (stereo not given)	6	3	-1	83	0.5	-2
29	Cc1noc(NS(=O)(=O)c2ccc(NC(=O)c3ccc(Br)o3)cc2)c1C	0	0	0	98	0.7	2
30	COc1cc(CN2CCC(C(=O)N3CCN(c4ccccc4F)CC3)CC2)cc(OC)c1O	-2	-3	-1	95	0.2	1
31	COC(=O)C(Oc1ccc2c(-c3ccc(OC)cc3)cc(=O)oc2c1)c1ccccc1 (stereo not given)	-6	-11	-11	101	1.6	-8
32	CCN1/C(=C\C=C2\C(=O)N(C)C(=S)N2C)Sc2ccccc21	-2	-1	1	95	-1.1	0
33	CCOC(=O)C1CCN(S(=O)(=O)c2ccc(CC)cc2)CC1	0	-3	-2	100	0.2	-4
34	COc1cc2c(c(OC)c1)C(c1ccncc1)CC(=O)N2 (stereo not given)	-6	-10	-6	91	1.1	-9
35	CN(/N=C/C=C/c1ccccc1)c1cc(=O)n(C)c(=O)[nH]1	-3	-6	0	98	0.1	-5
36	c1ccc(OCCCCn2cnc3ccccc32)cc1	-6	-12	-10	101	0.7	-9

cpd	GSH bead fluor	RGS7-Gao	Bim-Bfl-1	Avidin fluor	ABCG2 inh
25	28	103	-18	39	23
26	15	93	-4	6	2
27	17	?	-6	10	3
28	24	102	-3	6	3
29	21	99	0	8	1
30	52	97	-4	8	0
31	21	100	-13	9	16
32	22	86	7	6	-4
33	4	100	-3	12	2
34	15	93	-4	24	7
35	9	97	-2	2	2
36	36	101	-18	15	30

Next section
cpd	molecule	Bcl-W Bim block	Bcl-XL Bim block	Bim-Bcl-2	RGS4-Gao reg	ABCB1 block	Bcl-B Bim block
37	CC[C@@H]1C=C(C)C[C@H](C)C[C@H](OC)[C@H]2O[C@@](O)(C(=O)C(=O)N3CCCC[C@H]3C(=O)O[C@H](/C(C)=C/[C@@H]3CC[C@@H](O)[C@H](OC)C3)[C@H](C)[C@@H](O)CC1=O)[C@H](C)C[C@@H]2OC	0	-3	-3	95	0.3	-1
38	COc1cccc(C(=O)Nc2cccc(-c3ccc4nncn4n3)c2)c1OC	0	-1	-1	100	0.4	-3
39	CCOc1ccc(N=Cc2c(C)[nH]n(-c3nc4ccccc4[nH]3)c2=O)cc1	-7	-9	-2	97	0.8	-7
40	COc1ccc(Nc2ncc3c(n2)CC(c2ccc(OC)cc2)CC3=O)cc1 (stereo not given)	0	-4	-3	93	0.7	-5
41	COc1ccc(CCNc2ccc(C)cc2)cc1	3	-3	0	106	0.2	-4
42	Clc1ccc2c(c1)-c1nnc(Br)n1-c1ccccc1S2	-17	-20	-17	102	0.0	-39
43	O=C(CSc1nc2cc(Cl)ccc2o1)N1CCOCC1	1	-3	-6	105	0.3	-7
44	COc1ccc(/C=C2/C(=O)N(c3nc4ccccc4s3)N=C2CSc2ccc(Cl)cc2)cc1	0	-7	0	100	-0.9	-1
45	Cc1ccccc1Nc1nc(N)nc(COC(=O)C2CCCCC2)n1	-11	-17	-6	96	0.5	-15
46	COc1ccc(-c2cc(C(F)F)nc(-n3nc(C)cc3C)n2)cc1	0	2	2	97	0.7	4
47	CC1CC(C)CN(CCOc2ccccc2-c2ccccc2)C1 (stereo not given)	-3	-3	0	98	15	-6
48	CCSC1(SCC)N=C(N)C2(C#N)C(c3ccc(F)cc3)C12C#N (stereo not given)	0	0	-2	99	0.2	0
49	CCOc1cc(CNC2CCCC2)cc(Cl)c1OCc1ccccc1	0	0	-1	98	1.4	0
50	Cc1ccc2c(c1)N(CCC(=O)NCCN1CCOCC1)C(=O)CO2	-4	-1	-4	101	0.1	-4
51	CCOC(=O)C1CCN(C(=O)c2cc3c(-c4ccc(OC)c(OC)c4)nn(C)c3s2)CC1	1	-1	-4	99	7.5	-7

cpd	GSH bead fluor	RGS7-Gao	Bim-Bfl-1	Avidin fluor	ABCG2 inh
37	17	101	1	4	3
38	6	101	-1	22	4
39	12	99	-3	10	3
40	6	94	0	4	2
41	26	105	-5	7	3
42	25	103	-13	7	-2
43	24	109	-7	19	1
44	10	97	-5	5	-6
45	17	95	-4	1	2
46	14	98	0	7	4
47	22	97	-1	10	26
48	21	101	0	7	2
49	21	100	0	14	5
50	5	102	-4	17	-1
51	15	97	-5	6	6

From PubChem

An unsorted share of the library, and some 1.3% of all compounds hit somewhere here.
